S3 lipid droplet – qHTS Assay for Lipid Storage Modulators in Drosophila S3 Cells. Drosophila S3 cells, BODIPY lipid droplet fluorescence, 18-24 h; cells fed with added oleic acid. AID 2685. Potency in µM for hits, for the others lipid storage change, negative = inhibition, % at the top dose, mostly 46.1 µM. 320,000 tested, 0.64% active; active means well fitted inhibition curve with a large enough effect in the signal ratio, with a control signal flat, not every such curve was filed as active; inconclusive means small, poorly fitted or top-dose-only effect, or effect the other way, or a change in a side signal; the % refers to the signal ratio
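Drosophila S3 cells loaded with oleic acid (400 uM, as added) and compounds at several concentrations; lipid droplets imaged by 488-nm laser-scanning cytometry, 500–530 nm intensity and object ratio to cell channel. Percent activity normalized to 20 uM Triacsin C.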
S3 lipid droplet cell count max – further read-out of S3 lipid droplet, marked with its call; cell number change, %; measured here: cell count max response;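 cells counted by Cell Tracker Red CMTPX staining in the red channel; peak over a dose series mostly up to 46.1 µM; percent activity relative to internal control wells on each plate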
* = called active by the depositor; i = inactive; ? = inconclusive; / = not tested or not shown; [ ] = dose if it differs, or a comment. On the % scale 0 is the no-effect control and ±100 the full control effect; potency means the concentration at half of the fitted maximal effect. Only part of the results is shown, so the mix of outcomes need not match the whole.

SMILES | S3 lipid droplet | S3 lipid droplet cell count max
COc1cccc(N(C(=O)Cn2nnc(-c3cccs3)n2)C(C(=O)NC2CCCCC2)c2ccncc2)c1 (stereo not given) | 0% | -21
O=C(O)CCCC(=O)Nc1ccc(-n2ccc(C(F)(F)F)n2)cc1 | ? | /
CCC(C)NC(=O)CCC(=O)NNc1nc2ccccc2c2nc(C)nn12 (stereo not given) | ? | /
Clc1ccc(-c2nnc(C3CCCCC3)o2)cc1 | ? | /
N#C/C(=C\c1cn(Cc2ccccc2F)c2ccccc12)C(=O)NCc1ccco1 | -3% | -6
CC(=O)c1cc(C#N)c(N(C)Cc2ccccc2)nc1C | 7%[9.22 µM] | 14
COc1ccccc1CCNC(=O)C(=O)NCC1OCCN1S(=O)(=O)c1cc(F)ccc1F (stereo not given) | ? | /
Cc1sc2ncnc(SCC(=O)NC3CCCC3)c2c1C | ? | /
CCC(CC)Nc1ccc(C(CC(N)=O)NC(=O)Cc2ccc(Br)cc2)cc1[N+](=O)[O-] (stereo not given) | 1% | -6
C=C1CSc2nc(=O)c3c(C)c(C)sc3n21 | ? | /
CCCCc1c(C)nc2cc(-c3ccco3)[nH]n2c1=O | -3% | -2
O=C(O)c1cc([N+](=O)[O-])ccc1N1CCC(Cc2ccccc2)CC1 | 10% | 4
CCCOc1ccc(CNC(=O)Cc2cccs2)cc1 | i | /
Cc1cc(Nc2ccccc2C(=O)O)nc2nc3ccccc3c(=O)n12 | i | /
CN(c1ccccc1C(N)=O)S(=O)(=O)c1ccccc1 | -4% | -9
O=c1ccc(Cc2ccc(Cl)cc2)n[nH]1 | ? | /
CCOc1ccc(Cc2n[nH]c(=S)n2Cc2ccccc2)cc1 | 18%[9.22 µM] | 4
Cc1c(N2C(=O)CSC23C(=O)Nc2ccccc23)c(=O)n(-c2ccccc2)n1C (stereo not given) | 2% | 11
Cc1noc(C)c1C(=O)Nc1nc2ccc(S(C)(=O)=O)cc2s1 | i | -4
Fc1ccc(N2CN(Cc3cccnc3)CNC2=S)cc1 | -16% | 1

Some of the entries so far, comma-delimited:
mol,S3 lipid droplet,S3 lipid droplet cell count max
Cc1sc2ncnc(SCC(=O)NC3CCCC3)c2c1C,?,/
CCC(CC)Nc1ccc(C(CC(N)=O)NC(=O)Cc2ccc(Br)cc2)cc1[N+](=O)[O-] (stereo not given),1%,-6
C=C1CSc2nc(=O)c3c(C)c(C)sc3n21,?,/
CCCCc1c(C)nc2cc(-c3ccco3)[nH]n2c1=O,-3%,-2
O=C(O)c1cc([N+](=O)[O-])ccc1N1CCC(Cc2ccccc2)CC1,10%,4

New compounds follow
SMILES | S3 lipid droplet | S3 lipid droplet cell count max
Cc1ccc(CNc2cc(C(=O)O)ccc2C)s1 | 24% | -1
Cc1cc(C)n(CCC(=O)N/N=C/c2ccc(O)cc2)n1 | 2% | -17
COc1ccc(S(=O)(=O)N2CC(C(=O)O)Oc3ccc(Cl)cc32)cc1 (stereo not given) | -1% | 4
O=C(O)c1ccc(-c2nnc(-c3ccccc3)o2)cc1 | 10% | 25
CCN1CCN(CCCNC(=O)CS(=O)(=O)Cc2nc(-c3ccccc3C)oc2C)CC1 | 1% | -6
COc1ccccc1CC(=O)NNS(=O)(=O)c1ccc([N+](=O)[O-])cc1 | ? | /
CC(Sc1nnc(-c2ccccc2F)n1C1CC1)C(=O)NC(N)=O (stereo not given) | ? | /
O=C1Nc2ccc(Cl)cc2/C1=C/C1CC=CCC1 (stereo not given) | ? | /
COC(=O)/C(=C\c1ccc(O)cc1)c1nc2ccccc2[nH]1 | ? | /
C=CCN1C(=O)C2(OCCCO2)c2cccc(Cl)c21 | ? | /
COc1ccccc1CN1CC(C(=O)N2CCOCC2)CCC1=O (stereo not given) | 16% | 7
CCOC(=O)c1c(C)[nH]c(C(=O)COC(=O)c2cn(CC)c3nc(C)ccc3c2=O)c1C | ? | /
COc1ccc(CNC(=O)C/C(C)=N/NC(=O)COc2ccc(C)cc2Br)cc1 | ? | /
CCOC(=O)N1CCN(c2nc(C)cc(C(F)(F)F)n2)CC1 | 18% | 13
Cc1ccc(S(=O)(=O)NC(=O)N2CCN(Cc3c(F)cccc3Cl)CC2)cc1 | ? | /
CC1CCN(C(=O)CCNS(=O)(=O)c2ccc3c(c2)c(=O)n(C)c(=O)n3C)CC1 | i | -25
S=c1[nH]nc(-c2ccc(Br)cc2)n1Cc1ccccc1 | ? | /
COCCNC(=O)c1ccc2c3n(nc2c1)-c1ccccc1CO3 | 7% | 10
CC(C(=O)O)N(c1ccccc1Cl)S(C)(=O)=O (stereo not given) | ? | /
CCSc1nc2c(c(=O)[nH]1)C(C(C)C)C(C#N)=C(N)O2 (stereo not given) | ? | /

Compounds listed so far with a Cl atom, in the order listed:
SMILES | S3 lipid droplet | S3 lipid droplet cell count max
Clc1ccc(-c2nnc(C3CCCCC3)o2)cc1 | ? | /
O=c1ccc(Cc2ccc(Cl)cc2)n[nH]1 | ? | /
COc1ccc(S(=O)(=O)N2CC(C(=O)O)Oc3ccc(Cl)cc32)cc1 (stereo not given) | -1% | 4
O=C1Nc2ccc(Cl)cc2/C1=C/C1CC=CCC1 (stereo not given) | ? | /
C=CCN1C(=O)C2(OCCCO2)c2cccc(Cl)c21 | ? | /
Cc1ccc(S(=O)(=O)NC(=O)N2CCN(Cc3c(F)cccc3Cl)CC2)cc1 | ? | /
CC(C(=O)O)N(c1ccccc1Cl)S(C)(=O)=O (stereo not given) | ? | /

Next part
SMILES | S3 lipid droplet | S3 lipid droplet cell count max
O=C(CSc1nnc(-c2cccnc2)n1Cc1ccco1)c1ccc(Cl)c(Cl)c1 | ? | /
Cc1cccc(NC(=S)N2CCN(S(=O)(=O)c3cccc(F)c3)CC2)c1 | ? | /
O=C(Cc1ccc(F)cc1)N1CCC(CC2CC(c3cccc(Br)c3)=NO2)(C(=O)NCC2CCCCC2)CC1 (stereo not given) | ? | /
COc1cc(CNC(=O)c2ccccc2NC(=O)C2=C(C)OCCS2)cc(OC)c1OC | i | -7
O=C(/C=C/c1ccc(Cl)cc1)Nc1ccc(N2CCCCC2)cc1 | ? | /
COc1ccc(N(CC(=O)NCCSc2ccccn2)S(C)(=O)=O)cc1 | ? | /
CC(=O)c1cccc(S(=O)(=O)NCCC(=O)NC2CCCCCC2)c1 | -12% | -2
C/C(=N/NS(=O)(=O)c1ccccc1)c1ccc(NC(=O)C(F)(F)F)cc1 | ? | /
COc1cc(CN2CCN(c3ccccc3F)CC2)cc(OC)c1O | ? | /
O=C(CCCCn1c(=O)c2ccccc2n(CC(=O)Nc2cccc(F)c2)c1=O)NCc1ccco1 | ? | /
CC(C)CN(CC(C)C)c1nc(N)c(C#N)c(CC#N)c1C#N | ? | /
CCOC(=O)C1=C(COC(=O)CCNS(=O)(=O)c2ccc(NC(C)=O)cc2)NC(=O)NC1C (stereo not given) | ? | /
Cc1ccc(CNC(=O)CN(C(=O)C2(C)CC(=O)N=C3C=CC=CN32)c2cccc(C)c2C)cc1 (stereo not given) | ? | /
CCn1cc(C(=O)O)c(=O)c2cc(F)c(N3CCN(C(=S)NC(=O)c4ccccc4C)CC3)cc21 | -30% | -22
CC(=O)Nc1ccccc1NC(=O)C(F)(F)F | ? | /
NC12CC3CC(C1)CC(O)(C3)C2 | ? | /
COc1ccc(CCNC(=O)CCNC(=O)c2ccc(Br)cc2)cc1OC | -10% | 1
Cc1ccc(S(=O)(=O)N(Cc2cc3cccc(C)c3[nH]c2=O)c2ccccc2)cc1 | 8% | -5
O=S(=O)(c1ccc(Br)s1)N1CCN(c2ncccn2)CC1 | ? | /
CCOC(=O)c1c(N)sc(=S)c2c1CCC2 | ? | /
Cc1ccccc1N1C(=O)c2cccc3c(N(C)CCO)ccc(c23)C1=O | ? | /
COc1cc(/C=N/NC(=O)COc2ccc([N+](=O)[O-])cc2)ccc1OCC(=O)N1CCOCC1 | i | 5
CCOc1ccc2[nH]c(=O)c(CN(Cc3nnnn3CCc3ccccc3)CC3CCCO3)cc2c1 (stereo not given) | ? | /
Fc1cccc(Cl)c1Cn1nnc(-c2ccc(N3CCOCC3)cc2)n1 | ? | /
CC(=O)OC(C(=O)NCc1ccc2c(c1)OCO2)c1ccccc1Cl (stereo not given) | ? | /
CCCN(CCC)CCNC(=O)c1cc2c(=O)n(C)c3ccccc3c2n1C | 23% | /
COc1ccc(-c2cc(C(F)(F)F)nc(SCC(=O)N(C)Cc3cn(C)nc3C)n2)cc1OC | 12% | /
COc1ccccc1N1CCN(C(=O)c2sc3ncnc(N4CCN(c5ccccn5)CC4)c3c2C)CC1 | ? | /
COc1ccc(CSc2nnnn2-c2ccc(O)cc2)cc1F | ? | /
c1ccc(CNc2nc(-c3cccs3)nc3ccccc23)cc1 | ? | /
COCCn1c(CN2CCN(c3ccc(OC)cc3)CC2)nc2c1c(=O)n(C)c(=O)n2C | 5% | -1
O=C(CCCN1C(=O)/C(=C/c2ccco2)SC1=S)Nc1ccccc1 | -21% | -13
CC(OC(=O)c1ccc(S(=O)(=O)N2CCOCC2)cc1)c1ccccc1 (stereo not given) | ? | /
CCOC(=O)c1c(-c2ccccc2)csc1NC(=O)CCN1C(=O)c2ccccc2C1=O | 4% | 3
O=C(O)CCC(=O)N1CCN(c2nc3ccccc3s2)CC1 | ? | /
COC(=O)CCCC1=CC2=C(c3ccccc3)C(=O)C(C)(OC(=O)C3CCCC3)C(=O)C2=CN1Cc1ccc2c(c1)OCO2 (stereo not given) | -7% | -13
CCCCOc1ccc(CN(C)c2ncnc(N)n2)cc1 | ? | /
O=C(CC1C(=O)NCCN1Cc1ccccc1C(F)(F)F)NCCN1CCOCC1 (stereo not given) | ? | /
O=C(CSc1nc2ccccc2[nH]1)Nc1ccc(F)cc1 | ? | /
O=C(c1cc2ccccc2o1)N1CCN(Cc2ccccc2)CC1 | ? | /
COCCCn1c(C(=O)N2CC(C)OC(C)C2)cc2c(=O)n3cccc(C)c3nc21 (stereo not given) | i | 0
O=C(Nc1c[nH]c(=O)[nH]c1=O)c1ccc2c(c1)C(=O)N(c1cccc([N+](=O)[O-])c1)C2=O | -1% | -9
Cc1nnc(SCC(=O)Nc2cccc(S(=O)(=O)N(C)c3ccccc3)c2)s1 | ? | /
Cc1c(C(=O)NCc2cccnc2)sc2nc(-c3ccccc3)cn12 | -3% | -3
Oc1ccccc1Nc1nc(NCc2ccco2)c2ccccc2n1 | ? | /
COc1cc(NC(=O)c2sc3ncn(CC(=O)N4CCCCC4)c(=O)c3c2C)cc(OC)c1OC | i | 4
CC(C)(C)n1ncc2c(=O)n(CC(=O)N3CCc4ccccc43)cnc21 | 6% | -16
Fc1ccccc1CSc1nc2ncc(Br)cc2[nH]1 | ? | /
CCN(CC)Cc1c(O)ccc2c(=O)c(-c3ccc4c(c3)OCCO4)coc12 | ? | /
CCNC(=O)NC(=O)COC(=O)CCc1nc(=O)c2ccccc2n1C | -16% | 10
C=CC(=O)NC(NC(=O)C=C)c1ccccc1F | -9% | 6
COc1ccccc1N1CCN(C(=O)c2cccc(Oc3ccccc3)c2)CC1 | ? | /
Cc1[nH]c2ccc(-c3nnc(SCC(=O)N4CCCc5ccccc54)o3)cc2c1C | ? | /
COc1cccc(NC(=O)c2ccnc(N3CCC(C(=O)NCc4ccccc4OC)CC3)c2)c1 | i | /
O=C(/C=C/c1cccc([N+](=O)[O-])c1)c1cccs1 | 23µM* | -11*
CCCCn1c(N)c(-c2nc3ccccc3s2)c2c([N+](=O)[O-])nn(C)c(=O)c21 | ? | /
CCc1ccc(NC(=O)c2ccc(F)c(S(=O)(=O)NCC3COc4ccccc4O3)c2)cc1 (stereo not given) | -14% | -8
CCC(C)SCC(=O)Nc1ccc(S(=O)(=O)N2CCOCC2)cc1OC (stereo not given) | ? | /
CCOC(=O)C1=C(C)NC2=C(C(=O)CCC2)C1c1cccs1 (stereo not given) | i | 25
COc1cc(/C=N/NC(=O)c2ccncc2)ccc1OC(=O)c1cccc(Br)c1 | ? | /

Random excerpt: 2 records from the list.
SMILES | S3 lipid droplet | S3 lipid droplet cell count max
CCc1ccc(NC(=O)c2ccc(F)c(S(=O)(=O)NCC3COc4ccccc4O3)c2)cc1 (stereo not given) | -14% | -8
COc1cccc(NC(=O)c2ccnc(N3CCC(C(=O)NCc4ccccc4OC)CC3)c2)c1 | i | /

(next part)
SMILES | S3 lipid droplet | S3 lipid droplet cell count max
COc1ccc(NC(=O)/C(Cl)=C(/Cl)S(=O)Cc2ccccc2Cl)cn1 (stereo not given) | ? | /
CCNC(=O)CCSc1nc(C)cc(C)n1 | -17% | 2
C/C(=N\NC(=O)C(=O)Nc1cccc(Cl)c1)c1ccncc1 | ? | /
Cc1ccc(NC(=O)c2cc(S(=O)(=O)NCCc3ccccc3)ccc2F)cc1Cl | ? | /
Clc1cccc(OCCN2CCN(CCOc3cccc(Cl)c3)CC2)c1 | ? | /
CCc1ccc(OCC2Cn3c(nc4c3c(=O)[nH]c(=O)n4C)O2)cc1 (stereo not given) | ? | /
O=C(/C=C/c1cccs1)NCc1ccc2c(c1)OCO2 | ? | /
CC(Sc1nc(-c2ccc(F)cc2)cs1)C(=O)Nc1ccc(Cl)cn1 (stereo not given) | i | -18
CCC(C)c1ccc(NC(=S)N2CCN(S(C)(=O)=O)CC2)cc1 (stereo not given) | ? | /
CCN1CCN(c2ccc(NC(=O)c3ccc(F)cc3)cc2Cl)CC1 | -3% | 6
COc1cccc(C2C(C(=O)c3cccs3)=C(O)C(=O)N2CCCn2ccnc2)c1OC (stereo not given) | 3% | -10
COc1ccc(CNC(=O)C[C@H]2C(=O)N(C3CCCCC3)C[C@@H]2Cc2ccccc2)cc1 | ? | /
O=C(NN1CCOCC1)c1cnn2c(C(F)F)cc(-c3ccccc3)nc12 | ? | /

Compound activity from PubChem BioAssay.
